# High-throughput results from PubChem.
# All columns: NCI-60 one-dose screen, growth in % after 48 h at 10 µM unless noted; 100 = growth as untreated, 0 = no growth, -100 = all killed.
# NCI-H226: NCI-H226 lung cancer. 79,000 compounds, 3.5% hits. AID 1794732
# NCI-H322M: NCI-H322M lung cancer; 80,000 compounds, 2.7% hits; AID 1794733
# NCI-H23: NCI-H23 lung cancer. 80,000 compounds, 4% hits
# HCT-116: HCT-116 colon cancer | 82,000 compounds, 7.3% hits
# HCT-15: HCT-15 colon cancer. AID 1794746. 82,000 compounds, 5.2% hits
# NCI-H460: NCI-H460 lung cancer. AID 1794736. 82,000 compounds, 6.8% hits
# COLO 205: COLO 205 colon cancer. 79,000 compounds, 7.3% hits. AID 1794742
# NCI/ADR-RES: NCI/ADR-RES ovarian cells. 81,000 compounds, 4.4% hits. AID 1794790
# NCI-H522: NCI-H522 lung cancer; 78,000 compounds, 8% hits
# * hit, by the source's call; x = no result given. How the source made its calls: active means growth percent below 10; inactive means the rest.
SMILES,NCI-H226,NCI-H322M,NCI-H23,HCT-116,HCT-15,NCI-H460,COLO 205,NCI/ADR-RES,NCI-H522
O=C1NC(=S)S/C1=C\c1cccs1,98,91,100,99,99,102,94,116,x
CN1CCC(OC(N)=O)CC1,106,124,110,116,107,104,103,108,103
c1ccc(CCn2c(-c3cccc(-c4ncon4)c3)nc3ccccc32)cc1,98,96,102,84,105,98,109,105,76
CCC1(c2ccccc2)NC(=O)N(C)C1=O (stereo not given),97,99,95,106,113,100,108,111,101
CCSc1nc(NC)c2cc(-c3ccc(C(F)(F)F)cc3)ccc2n1,93,98,94,97,95,103,107,106,94
O=C(O)/C=C/c1cn(-c2ccccc2)nn1,110,91,94,91,99,106,112,97,68
O=C1CSC(=NCC(=O)n2cnc3ccccc32)N1,99,105,100,106,102,102,116,98,90
CCOC(=O)C(F)(C#N)C(C)CC (stereo not given),114,97,109,100,97,106,102,100,94
C=CCn1c(C)nc2cc(Nc3nc(Cl)nc4ccccc34)ccc21,90,109,98,92,92,99,126,90,97
O=C(SCc1c(O)c2ccccc2oc1=O)c1ccccc1,86,114,104,113,102,104,111,x,101
CCOc1ccc(C(=O)OC)cc1,96,104,89,106,96,98,100,100,97
Nc1nc(-c2ccnc(Cl)c2)nn1-c1nc2ccccc2s1,x,100,101,107,101,107,116,104,x
NC(=O)C(=O)NCCCCCC(=O)Nc1ccccc1,103,96,101,101,97,102,100,101,95
C=CCN(C(=O)OCC)c1ccccc1,98,90,97,97,106,106,97,102,94
COc1ccc(/C=C2/CN(C(=O)c3ccc([N+](=O)[O-])cc3)C/C(=C\c3ccc(OC)cc3)C2=O)cc1,94,93,98,99,105,108,106,104,91
CCOC(=O)C(C#N)N=O (stereo not given),99,118,108,97,95,109,104,111,x
CC1=NN(c2ccccc2)C(=O)/C1=C\N1CC(=O)NC1=S,98,108,98,106,107,99,106,103,82
CC(=O)c1cc([N+](=O)[O-])ccc1O,106,121,102,114,105,120,122,107,97
Nc1ccc2c(c1)C1(CCC2)NC(=O)NC1=O (stereo not given),92,103,103,101,93,103,105,108,99
Cc1ccc2nc(Cl)c(/C=C3\SC(=O)NC3=O)cc2c1,83,102,91,92,92,102,93,97,73
CN(C)CCCn1c(=O)c2ccccc2c2cnc3[nH]ccc3c21,-0.5*,9.8*,14,2.8*,11,-6.2*,-31*,27,-39*
C(=Nc1ccccc1)c1ccccc1,99,101,99,105,101,104,97,101,98
Nc1ncnc2c1N=C(c1cccc(Nc3ccncc3)c1)CC(c1ccc(F)cc1)N2 (stereo not given),81,86,88,62,98,93,64,102,83
CC[C@]1(O)CC2CN(CCc3c([nH]c4ccccc34)C(C(=O)OC)(c3cc4c(cc3OC)N(C=O)[C@H]3[C@@](O)(C(=O)OC)[C@H](OC(C)=O)[C@]5(CC)[C@@H]6C[C@@H]6CN6CC[C@]43[C@@H]65)C2)C1 (stereo not given in full),19,74,6.3*,-17*,15,3.4*,-88*,-6.6*,-21*
CCN(CC)CCN1C(=O)c2c(c(C)c3c(oc4cc(OC)ccc43)c2C)C1=O,28,85,96,94,101,45,99,86,92

# No new results follow: entries from further up.
SMILES,NCI-H226,NCI-H322M,NCI-H23,HCT-116,HCT-15,NCI-H460,COLO 205,NCI/ADR-RES,NCI-H522
O=C1NC(=S)S/C1=C\c1cccs1,98,91,100,99,99,102,94,116,x
CN1CCC(OC(N)=O)CC1,106,124,110,116,107,104,103,108,103
c1ccc(CCn2c(-c3cccc(-c4ncon4)c3)nc3ccccc32)cc1,98,96,102,84,105,98,109,105,76
CCC1(c2ccccc2)NC(=O)N(C)C1=O (stereo not given),97,99,95,106,113,100,108,111,101
CCSc1nc(NC)c2cc(-c3ccc(C(F)(F)F)cc3)ccc2n1,93,98,94,97,95,103,107,106,94
O=C(O)/C=C/c1cn(-c2ccccc2)nn1,110,91,94,91,99,106,112,97,68
O=C1CSC(=NCC(=O)n2cnc3ccccc32)N1,99,105,100,106,102,102,116,98,90
CCOC(=O)C(F)(C#N)C(C)CC (stereo not given),114,97,109,100,97,106,102,100,94
C=CCn1c(C)nc2cc(Nc3nc(Cl)nc4ccccc34)ccc21,90,109,98,92,92,99,126,90,97
O=C(SCc1c(O)c2ccccc2oc1=O)c1ccccc1,86,114,104,113,102,104,111,x,101
CCOc1ccc(C(=O)OC)cc1,96,104,89,106,96,98,100,100,97

# (further entries)
SMILES,NCI-H226,NCI-H322M,NCI-H23,HCT-116,HCT-15,NCI-H460,COLO 205,NCI/ADR-RES,NCI-H522
O[C@H]1[C@H]2c3cc4c(cc3CN3CCC(=C[C@@H]1O)[C@H]23)OCO4,15,19,15,13,22,18,9.7*,19,25
COc1ccc2[nH]cc(C3(c4c[nH]c5ccc(OC)cc45)C(=O)Nc4ccc(Br)cc43)c2c1,73,88,93,106,90,96,94,105,85
O=C(OCc1ccccc1)c1ccccc1O,109,112,100,117,106,104,100,107,101
CC(C)C(C(=O)O)N1C(=O)/C(=C/c2ccc3c(c2)CCCN3C)SC1=S (stereo not given),88,98,97,104,97,104,108,105,85
Clc1ccc(Nc2ncnc3c2sc2ncccc23)cc1,31,46,3.7*,28,47,10,30,19,31
O=[N+]([O-])c1cccc(C2NC(N3CCOCC3)=C(N3CCOCC3)c3c2sc2c(F)cccc32)c1 (stereo not given),83,102,93,85,98,99,112,102,86
COC(=O)CNC(=O)[C@H](C)NC(=O)[C@@H]1CCCN1C(=O)CNC(=O)[C@H](C)NC(=O)OCc1ccccc1,103,106,105,102,103,103,103,102,95
Cc1c(C(=O)/C(=C/O)N=Nc2ccc([N+](=O)[O-])cc2)nnn1-c1ccc(Cl)cc1,100,97,98,94,97,106,108,97,96
O=C1C=C(O)C(=O)N1c1ccc(Br)cc1,92,112,107,110,114,109,112,106,98
CSCCN1C(=O)C(=O)c2cc(F)ccc21,113,103,95,105,102,108,x,107,95
COc1cc2c(cc1OC)C(=O)/C(=C/c1cc(C)c(O)c(C)c1)S2,56,50,39,23,19,18,104,15,-7.2*
CC1=CCC(OC(C)C2(CCC(C)(O)C(=O)Oc3ccc(C(C)C)cc3)OC3(C)CC(C(C)C)C(O)CC3O[C+]2C)(C(C)C)CC1 (stereo not given),x,102,108,102,101,100,x,100,89
CCCCCCCCCc1cc[n+](CC(=O)c2ccc([N+](=O)[O-])cc2)cc1,32,72,14,-35*,-18*,x,-77*,66,-13*
COc1ccc(-c2cn[nH]c2-c2ccc(OC)c(O)c2)cc1,x,99,93,61,50,77,116,49,46
COc1ccc(-c2cc(-c3ccc(Cl)cc3)nc(NCCCCNc3ccnc4cc(Cl)ccc34)n2)cc1,75,94,86,23,0.5*,90,30,72,80
CCc1ccc(C(C)=O)cc1,96,100,109,98,107,104,105,105,90
CCN(CC)CCCC(C)N=C(C1=C(C(=NC(C)CCCN(CC)CC)c2cccc(OC)c2)C(=O)NC1=O)c1cccc(OC)c1 (stereo not given),-43*,x,-18*,-19*,-31*,-47*,-90*,4.2*,-64*
C(=N/Nc1ncnc2nc[nH]c12)/c1ccccn1,40,22,48,28,35,56,26,x,36
O=c1nc(/C=C/c2ccc(Cl)cc2)oc2ccccc12,87,90,108,112,107,107,114,98,114
O=C(Nc1ccccc1)Nc1cccc(N=Cc2ccccc2O)c1,x,98,98,97,101,104,x,100,86
O=C1OCCN1CCn1ccnc1[N+](=O)[O-],114,115,115,106,109,113,122,106,103
N#CC1(NO)CCCCC1,100,104,100,96,97,109,111,103,82
NC(=O)CNC(=O)c1ccccc1,93,110,113,94,103,106,105,112,87
COc1cc(C2=Nc3c/c(=C\c4c(O)[nH]c5ccc(Cl)cc45)ccc3=N2)cc(OC)c1OC,55,57,2.7*,-51*,25,8.6*,-41*,52,25
O=C(Cn1c(O)c(C=Nc2ccc(S(=O)(=O)Nc3ncccn3)cc2)c2ccccc21)c1ccc(Cl)cc1,78,106,79,99,103,98,113,105,x

# (further entries)
SMILES,NCI-H226,NCI-H322M,NCI-H23,HCT-116,HCT-15,NCI-H460,COLO 205,NCI/ADR-RES,NCI-H522
COC(=O)/C=C\SC(=S)C1CCCC1=N (stereo not given),106,106,101,103,103,106,118,106,100
CCCCCN1C(=O)/C(=c2\sc3n(c2=O)C2C(NN=3)N(CCC)C(=O)N2CCC)c2ccccc21 (stereo not given),x,89,90,67,92,79,104,86,82
CNc1nnc2n(-c3ccccc3)c(=O)c3cnn(-c4ccccc4)c3n12,94,100,96,78,76,106,85,97,42
O=[N+]([O-])c1cccc2nsnc12,94,x,108,99,103,103,107,110,103
CCCNC(=O)c1ccc(-n2c(=O)[nH]c3ccccc3c2=O)cc1,108,106,97,102,102,112,113,102,93
Cc1ccc(S(=O)(=O)NC(=O)NC2=NC(C)(C)N(c3ccc(Cl)c(Cl)c3)C(N)=N2)cc1,109,69,82,33,96,108,50,110,91
CNc1nc(NC)nc(-c2ccccc2)n1,103,106,96,111,109,107,106,105,101
O=C(CN1N=C(c2ccccc2)CCC1=O)Nc1nccs1,108,105,109,96,102,99,107,105,93
CCN(Cc1ccccc1)c1nc(N)nc2[nH]ncc12,100,104,120,105,102,112,143,105,108
Cc1ccc(NC(=O)c2ccc(CN3CCN(C)CC3)c(C(F)(F)F)c2)cc1Oc1ccc(-c2[nH]nc3ncnc(N)c23)cc1,78,96,90,8.7*,29,94,53,52,85
CSc1nc(N)nc2c1ncn2Cc1ccccc1,102,113,103,100,97,117,103,97,105
Cc1ccc(NC(=O)c2ccccc2)c(C)c1,95,94,90,96,205,100,110,101,94
CCC(C)(C)c1ccc(OCCO)cc1,105,106,100,103,92,105,109,99,89
CC(=O)c1ccc(O)cc1,92,106,93,96,97,110,x,x,99
CCCCCCCCc1ccc(CC(=O)Nc2ccc(C)cc2C(=O)O)cc1,78,99,101,54,40,55,117,89,100
NC1=C(O)C(=O)C(c2ccccc2)O1 (stereo not given),107,116,104,104,103,110,104,101,92
CCCCCCCN(CCCCCCC)CC(O)c1ccc2cc(Cl)c3ccccc3c2c1 (stereo not given),100,101,84,80,98,99,93,94,75
Cc1cc(=O)n2n1-c1ccc3ccccc3c1NC(=O)C2,91,95,108,115,x,102,116,111,102
Nc1nc(N)nc(-c2ccco2)n1,95,105,102,90,99,107,112,105,100
COc1cc(/C=C2\Oc3cc(OCCN4CCCC4)ccc3C2=O)cc(OC)c1,94,100,77,65,89,94,101,88,86
Cn1cc(-c2nc(-c3c[nH]c4ccncc34)cs2)c2cc(Br)ccc21,0.7*,-93*,-64*,-90*,-85*,-71*,-71*,-58*,-71*
COc1ccc(-c2nc3c(-c4ccccc4)c(Nc4ccccc4)nn3c(N)c2C#N)cc1,97,102,x,86,63,86,93,85,86
CC(O)(c1cccs1)C(C(=O)O)c1ccccc1 (stereo not given),108,114,99,106,99,119,118,110,114
Cc1cccc(Nc2nc(N)c3ccccc3n2)c1,99,93,100,101,102,103,101,100,108
C=C1CN(c2ccc(C)cc2)C(=O)C(=C)CN(c2ccc(C)cc2)C1=O,119,114,100,69,111,108,123,109,87

# New compounds follow.
SMILES,NCI-H226,NCI-H322M,NCI-H23,HCT-116,HCT-15,NCI-H460,COLO 205,NCI/ADR-RES,NCI-H522
CN1C[C@H](C(=O)N[C@]2(C)O[C@@]3(O)[C@@H]4CCCN4C(=O)[C@H](Cc4ccccc4)N3C2=O)C[C@@H]2c3cccc4[nH]cc(c34)C[C@H]21,92,x,94,72,104,95,82,90,x
O=C(COc1ccc(NC(=O)Nc2ccc(Cl)cc2)cc1)N=Nc1c(O)[nH]c2ccc(Cl)cc12,93,101,86,76,102,110,117,98,87
COc1ccc(NC(=O)c2ccc(NC3=C(c4ccc(Cl)cc4)C(=O)N(C)C3=O)cc2)cc1,90,75,72,64,70,93,81,84,43
N=C(N)c1ccc(OCCSCCOc2ccc(C(=N)N)cc2)cc1,59,78,36,68,85,27,79,98,48
O=C1N=C(N2CCN(c3ccccc3)CC2)S/C1=C\c1c(F)cccc1Cl,95,88,96,83,95,101,105,101,37
CS(=O)(=O)c1ccc(-c2[nH]c3ccc(F)cc3c2/C=N/N=C(N)N)cc1,87,93,83,88,97,89,x,92,79
Cc1ncc(C(=O)Nc2ccc(CN3CCN(C)CC3)c(C(F)(F)F)c2)cc1C#Cc1c(N)ncc2ccc(F)cc12,19,-90*,-79*,-72*,-93*,x,x,-30*,37
CC(=O)Nc1ccc(C)cc1,109,116,94,98,105,106,x,x,95
COc1ccc(CN2C(=O)NC(c3ccccc3)(c3ccccc3)C2=O)cc1,98,91,100,93,89,100,104,92,93
CN1C(=O)CC(O)C1=O (stereo not given),102,99,105,110,109,108,115,107,99
COc1cc2oc(-c3ccc(NC(=O)c4ccc5c(c4)OCO5)cc3)cc(=O)c2c(OC)c1OC,103,94,98,94,98,105,97,109,95
COC(=O)C1=C(C)NC(=S)NC1c1ccc2c(c1)OCO2 (stereo not given),98,93,102,100,104,107,104,98,80
Cc1csc(Nc2nc(-c3ccc(Cl)cc3)nc(C(Cl)(Cl)Cl)n2)n1,110,-3.2*,95,79,84,57,53,91,93
COc1ccc2c(c1)=C(c1sc(Nc3nnc(C)s3)nc1O)C(=O)N=2,103,107,98,86,101,102,101,105,89
CC(CCC#N)(CCC#N)C(=O)c1ccccc1,107,112,109,112,100,104,117,106,88
CC1=NNC(=O)C1C (stereo not given),94,585,100,84,99,114,110,105,86

# Hits appear at their usual frequency; about 13% have a hit in one of these screens.
